Screening data from PubChem.
TRPC4 PAM – allosterically enhances the mouse TRPC4 cation channel; AID 2227; actives 0.42% (n = 310,000); Q9QUQ5; HEK293 TRPC4beta/mu-opioid, DAMGO EC20, Fluo-4 Ca2+ flux; active compounds read high; B-score at 10 µM;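 active = B-score of calcium response area above 5 SD of library B-scores, with initial fluorescence ratio within 5 SD of library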;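 also: B-score of integrated fluorescence ratio over time as area under calcium response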
Target sequence (Q9QUQ5 whole entry, looked up): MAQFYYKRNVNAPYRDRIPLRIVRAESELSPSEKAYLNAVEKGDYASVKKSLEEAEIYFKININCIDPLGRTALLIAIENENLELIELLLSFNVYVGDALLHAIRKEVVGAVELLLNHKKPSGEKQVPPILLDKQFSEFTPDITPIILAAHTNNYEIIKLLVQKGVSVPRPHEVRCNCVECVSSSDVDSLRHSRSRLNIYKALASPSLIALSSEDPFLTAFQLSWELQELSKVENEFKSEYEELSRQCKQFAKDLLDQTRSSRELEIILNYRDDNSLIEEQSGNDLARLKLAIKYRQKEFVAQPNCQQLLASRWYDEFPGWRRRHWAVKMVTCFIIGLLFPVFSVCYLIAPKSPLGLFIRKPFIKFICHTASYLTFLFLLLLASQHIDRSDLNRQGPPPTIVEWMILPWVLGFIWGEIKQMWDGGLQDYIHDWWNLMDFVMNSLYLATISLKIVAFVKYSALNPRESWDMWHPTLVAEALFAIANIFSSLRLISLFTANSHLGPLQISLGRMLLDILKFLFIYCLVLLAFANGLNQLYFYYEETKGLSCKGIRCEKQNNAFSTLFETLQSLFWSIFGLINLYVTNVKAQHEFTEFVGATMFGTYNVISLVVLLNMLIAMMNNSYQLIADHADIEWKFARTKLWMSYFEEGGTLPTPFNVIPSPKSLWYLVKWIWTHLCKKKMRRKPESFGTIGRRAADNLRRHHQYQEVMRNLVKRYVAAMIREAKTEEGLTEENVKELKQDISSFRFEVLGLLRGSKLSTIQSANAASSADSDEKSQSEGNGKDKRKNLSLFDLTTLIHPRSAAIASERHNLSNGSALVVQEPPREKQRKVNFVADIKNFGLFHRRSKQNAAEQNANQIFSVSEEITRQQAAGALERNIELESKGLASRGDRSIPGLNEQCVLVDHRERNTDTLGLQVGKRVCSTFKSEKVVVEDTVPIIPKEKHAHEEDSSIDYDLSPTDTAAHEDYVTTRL
TRPC4 act – activators of mouse TRPC4 channel | HEK293 TRPC4beta/mu-opioid, Fluo4 calcium fluorescence; active compounds read high | B-score at 10 µM | actives 0.49% (n = 310,000) | AID 2237;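 active = B-score above 5 SD of library B-scores, and initial fluorescence ratio not above library mean plus 5 SD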;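 also: positive B-score marks a calcium rise read as TRPC4 activation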
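Assay system: HEK293 stable line with TRPC4beta plus mu-opioid receptor; schedule: 45 min room-temperature Fluo4 loading, 110 s read; technique: kinetic Fluo4 calcium fluorescence; evaluation: integrated baseline-normalised fluorescence ratio, converted to per-well B score; controls: buffer (low) and maximal DAMGO (high)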
TRPC4 block – inhibitors of mouse TRPC4 channel | Q9QUQ5 | HEK293 TRPC4beta/mu-opioid, DAMGO-evoked Fluo4 calcium flux; active compounds read low | B-score at 10 µM | actives 0.39% (n = 300,000);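 active = B-score over 3 SD under the library average, no early fluorescence shift, positive overall ratio signal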
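Assay system: HEK293 cells with stable TRPC4beta plus mu-opioid receptor expression. Dosing: single dose. Measured by: Fluo4 Ca2+ flux fluorescence. Also added: DAMGO in two steps, submaximal then maximal. Read-out: B score from integrated Fluo4 fluorescence ratio.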
MrgX1 allo act – human MrgX1 positive allosteric modulation, primary screen | Q96LB2 | MrgX1-HEK293, Fluo-4 calcium flux, FDSS; active compounds read high | B-score at 10 µM | actives 0.63% (n = 310,000);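 active = plate-corrected calcium response at least 3 library SD above typical, normal starting fluorescence, not activating the receptor alone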;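 also: compound read alongside a low EC10 to EC30 dose of BAM8-22 agonist; peak minus trough fluorescence over baseline measured at the second addition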
PolyA inh – inhibitors of polyadenylation in S. cerevisiae | S. cerevisiae SKY197-pL101 polyadenylation reporter, beta-gal luminescence; efflux-impaired pdr1/pdr3 knockout yeast; score 100 = 6 SD above DMSO | calls only at 12 µM | actives 0.02% (n = 300,000);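 active = lowest replicate activity score at least 50, where 100 means six control SD above control mean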;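 also: yeast exposed to compound for 9 h at 30 °C; higher score means more reporter readthrough which indicates perturbed polyadenylation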
TRPC6 activator – activators of mouse TRPC6 channel; actives 0.13% (n = 310,000); AID 2550; Q61143; B-score at 10 µM; HEK293-TRPC6 membrane potential dye fluorescence; active compounds read high;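 active = B-score of the integrated fluorescence ratio above library mean plus 3 SD, and starting fluorescence ratio within library mean plus 5 SD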;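 also: higher score means more depolarization so channel activation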
MrgX1 ag – activates human MrgX1 receptor signaling. Q96LB2. MrgX1-HEK293 cells, Fluo-4 calcium fluorescence, agonist mode; active compounds read high. B-score at 10 µM. actives 0.44% (n = 310,000). AID 588627;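 active = calcium response B-score plate-corrected fluorescence ratio at least 3 library SD, with starting fluorescence B-score inside 5 SD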
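Test system: HEK293 cells stably expressing human MrgX1 receptor; Input: fifteen thousand cells per well; Dosing: compound delivered in addition one of three; Schedule: overnight seeding, then 1 h dark dye loading; Technique: Fluo-4 NW calcium fluorescence; Measure: B-scored fluorescence response ratio; Controls: positive and negative controls per plate.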
TRPC6 inhibitor – blocks the mouse TRPC6 cation channel; HEK293-TRPC6, membrane potential dye, ACh-evoked depolarization; active compounds read low; B-score at 10 µM; Q61143; actives 1.1% (n = 310,000);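 active = B-score under library mean minus 3 SD, initial fluorescence not abnormally high, positive integrated signal ratio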;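 also: B-score derived from integrated fluorescence ratio over the kinetic read; more negative B-score means stronger inhibition of depolarization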
AI-2 QS mod – Vibrio harveyi AI-2 quorum sensing modulation | Vibrio harveyi JMH597 AI-2 luminescence/OD600 ratio, 9 h; active compounds read low; strain lacks LuxN and CqsS sensors; 0 = neutral-control median | activity change, % at 7.5 µM | actives 0.4% (n = 300,000) | AID 2094; in the data active = activity change below about -75%, passing the limit was not always enough;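 also: luminescence divided by OD600 gain over 9 h not by final OD600 alone; inactives centre near 13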
MrgX1 antag – blocks BAM8-22 activation of human MrgX1 receptor; B-score at 10 µM; actives 1.3% (n = 310,000); AID 588676; Q96LB2; MRGX1-HEK293 calcium flux, Fluo-4, BAM8-22 antagonism; active compounds read low;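 active = calcium-response B-score plate-corrected more than 3 library SD below zero, starting fluorescence within 5 deviations, no agonist response on first addition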;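 also: peak minus trough fluorescence over baseline after final BAM8-22 challenge near maximal dose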
HIF act – HIF pathway transcriptional activation; U2OS HRE-luciferase reporter, luminescence; normalized: DMSO 0%, desferrioxamine 100%; activation, % at 7.5 µM (by protocol); actives 0.32% (n = 300,000); AID 1910;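 active = mean activation of at least 10% of the iron chelator positive control signal, with at least half of replicates also reaching 10%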
Starred values were filed as active, the others as inactive; i = inactive; nt = no result given; & = joins results of further samples.

canonical_smiles,TRPC4 PAM,TRPC4 act,TRPC4 block,MrgX1 allo act,PolyA inh,TRPC6 activator,MrgX1 ag,TRPC6 inhibitor,AI-2 QS mod,MrgX1 antag,HIF act
Cc1ccc(C2(c3noc(CN(C)Cc4ccccn4)n3)CCCC2)cc1,i,i,i,i,i,i,i,i,27,i,-0.2
COC(=O)CN1C(=O)COc2ccc(S(=O)(=O)NCc3ccccc3)cc21,i,i,i,i,i,i,i,i,21,i,-0.2
Cc1ccc(NC(=O)CCC(=O)c2cccs2)cc1,i,i,i,i,i,i,i,i,-33,i,0.1
Cc1cccc(OCCSc2nc3ncnc(N)c3[nH]2)c1,i,i,i,i,i,i,i,i,-7,i,0.1
O=C(COc1ccc(Cl)cc1)Nc1nnc(C2=COCCO2)o1,i,i,i,i,i,i,i,i,34,i,-1.5
NS(=O)(=O)c1cccc(NC(=O)Nc2ccc(Cl)cc2)c1,i,i,i,i,i,i,i,i,-4,-6.3*,0.8
CN1/C(=C\C(=O)C[n+]2ccc(C(=O)c3ccccc3)cc2)C(C)(C)c2ccccc21,i,i,i,i,i,i,i,i,16,i,-0.4
CCC1=C(OC(=O)N(CC)CC)N2C(=O)OC(=NCC3CC3)[C@]2(Cc2ccccc2)[C@H]2C1=CC[C@H]1C(=O)NC(=O)[C@H]12,i,i,i,i,i,i,i,i,15,-8.1*,0.1
C=CCSc1nc(C)cc(/C=C\c2ccccc2)c1C#N,i,i,i,i,i,i,i,i,12,i,0.7
Cc1ccc[n+](-c2nc3ccccc3nc2C(=C=[N-])C#N)c1,i,i,i,i,i,i,i,i,6&7,i,-0.1&1.4
Cc1ccc(N(CC(=O)N2CCN(c3ccc(F)cc3)CC2)S(=O)(=O)c2c(C)nn(C)c2C)cc1,i,i,i,i,i,i,i,i,9,i,-0.6
CCCC(=O)OCC(=O)Nc1cc([N+](=O)[O-])ccc1OC,i,i,i,i,i,i,i,i,14,i,-0.5
CC(C)N(Cc1cnn(C)c1)C(=O)c1ccc(OC2CCN(Cc3ccccn3)CC2)cc1,i,i,i,i,i,i,i,i,9,i,-0.1
COc1cc2c(C(=O)NCCN(C)C)cn(CC(C)C)c(=O)c2cc1OC,i,i,i,i,i,i,i,i,-2,i,0.0
CC1CCc2cc(F)ccc2N1S(=O)(=O)c1ccc(F)cc1 (configuration not stated),i,i,i,i,i,i,i,i,6,i,-1.5
CCC(=O)Nc1c(C#N)c2nc3ccccc3nc2n1C1CCCCC1,i,i,i,i,i,i,i,i,8,i,-1.0
Nc1ccc(C(=O)N2CCCC2)cc1,i,i,i,i,i,i,i,i,21,i,0.6
O=C(/C=C/c1cccc([N+](=O)[O-])c1)c1ccco1,i,i,i,i,i,i,56*,i,nt,i,-27
CCC(Oc1ccccc1)C(=O)Nc1ccc(-c2nnc(-c3ccco3)o2)cc1 (configuration not stated),i,i,i,i,i,i,i,i,14,i,2.3
Cc1cc2c3c(c1C)C(=O)C(=O)N3C(C)(C)CC2C (configuration not stated),i,i,i,i,i,i,i,i,8,i,-0.2
CCN(CC)c1ccc(/C=N/NC(=O)c2cccc(N3CCCC3=O)c2)cc1,i,i,i,i,nt,i,i,i,17,i,0.3
NC(=O)C1=C[C@@H](c2coc3ccccc3c2=O)C[C@@H](OCc2ccc(CO)cc2)O1,i,i,i,i,i,i,i,i,16,i,-3.8
CC(O)c1cccc(NC2=CC(=O)CC(C)(C)C2)c1 (configuration not stated),i,i,i,i,i,i,i,i,36,i,0.1
CCOc1ccccc1C(=O)Nc1ccccc1O,i,i,i,i,i,i,i,i,-2,i,0.2
O=C(NC1CC1)c1ccc(F)cc1Cl,i,i,i,i,i,i,i,i,23,i,1.9
Cn1c(=O)c2c(nc(Br)n2CCSc2nnnn2-c2ccccc2)n(C)c1=O,i,i,i,i,i,i,i,i,-10,i,-0.3
CCC(NC(=O)c1ccc(C#CC2(O)CCCCC2)cc1)C(=O)O (configuration not stated),i,i,i,i,i,i,i,i,-11,i,-0.1
Cc1ccsc1CNCC(O)c1ccccc1 (configuration not stated),i,i,i,i,i,i,i,i,19,i,-1.2
CCOC(=O)C1CCN(S(=O)(=O)Cc2ccc(Cl)cc2)CC1,i,i,i,i,i,i,i,i,12,i,-0.1
Cc1ccc2nc(C)c3c(c2c1)OC(C(C)(Cl)Br)C3 (configuration not stated),i,i,i,i,i,i,i,i,12,i,-0.2
COc1ccc2[nH]c3c(c2c1)CCN1C(=O)N([C@@H](C)C(=O)NCCc2ccc(OC)c(OC)c2)C(=O)[C@]31C,i,i,i,i,i,i,i,i,34,i,-0.2
CC(C)CCNC(=O)C(=O)NCCC1=CCCCC1,i,i,i,i,i,i,i,i,7,i,1.3
CCc1ccc(/C(C)=N/NC(=O)CNC(=O)/C=C/c2ccccc2OC)cc1,i,i,i,i,i,i,i,i,21,i,-0.2
CC(C)OC(=O)CSc1nc(C(C)C)nc2ccccc12,i,i,i,i,i,i,i,i,10,i,0.0
CCCCOc1ccc(/C=C/C(=O)Nc2ccc([N+](=O)[O-])cc2C)cc1,i,i,i,i,i,i,i,i,14,i,-0.1
COc1ccc(S(=O)(=O)N2CCC(C(=O)N3CCN(c4ccccc4OC)CC3)CC2)cc1,i,i,i,i,i,i,i,i,41,i,-0.2
Cc1cccc(C(=O)NC(=S)N(C)C2CCCCC2)c1,i,i,i,i,i,i,i,i,14,i,1.1
Cc1cccc(-c2nsc(SCC(=O)Nc3nccs3)n2)c1,i,i,i,i,i,i,i,-5.7*,12,i,0.9
O=C(CSc1ccc(F)cc1)N1CCC(c2nc3ccccc3s2)CC1,i,i,i,i,i,i,i,i,16,i,-0.7
Cc1sc(NC(=S)NC(=O)c2ccccc2)c(C#N)c1C,i,i,i,i,i,i,i,i,15,i,3.1
COc1ccc(NC(=S)N2CCC(c3ccccc3)C2)cc1 (configuration not stated),i,i,i,i,i,i,i,i,-9,i,2.6
S=c1[nH]nc([C@@H]2C[C@H]2c2ccccc2)n1-c1ccccc1Cl,i,i,i,7.7*,i,i,i,i,7,i,0.3
Cc1ccc(C(=O)Nc2c(N)nc(SCC(=O)NCC3CCCO3)[nH]c2=O)cc1 (configuration not stated),i,i,i,i,i,i,i,i,21,i,-0.1
CCc1ccccc1NC(=S)N1CCNC(=O)C1CC(=O)OC (configuration not stated),i,i,i,i,i,i,i,i,18,i,-0.7
O=[N+]([O-])c1ccc(Cl)cc1N1CCCCC1,i,i,i,i,i,i,i,i,13,i,-1.0
O=c1c(Cl)c2oc3ccccc3nc-2c2ccccc12,i,i,i,i,i,i,i,i,20,-5.7*,-0.6
CN1/C(=C\C(=O)c2ccco2)C(C)(C)c2ccccc21,i,i,i,i,i,i,i,i,12,i,nt
COCCNS(=O)(=O)c1cc(C(=O)O)ccc1OC,i,i,i,i,i,i,i,i,-4,i,-0.2
CCCCN1CNC(=S)N(Cc2ccccc2)C1,i,i,i,i,i,i,i,i,4,i,0.5
Cc1onc(-c2ccccc2)c1C(=O)Nc1cccc2nsnc12,i,i,i,i,i,i,i,i,-3,i,0.2
Cn1cc(SCC(=O)NCc2ccc3c(c2)OCO3)c2ccccc21,i,i,i,i,i,i,i,i,17,i,-0.1
O=c1oc2ccccc2c(NCc2ccc(Cl)cc2)c1[N+](=O)[O-],i,i,i,i,i,i,i,i,31,i,0.2
CCc1nnc(NC(=O)CSc2sc3c(O)cc(=O)[nH]c3c2C#N)s1,i,i,i,i,i,i,i,i,23,i,0.0
Clc1ccccc1CN1CCc2sccc2C1,i,i,i,i,i,i,i,i,-12&2,i,0.4&-0.1
COc1ccc2nc(CNC(=O)C3CCC(=O)N(CCc4ccccc4)C3)[nH]c2c1 (configuration not stated),i,i,i,i,i,i,i,i,15,i,-0.3
CCn1c(SCC(=O)NC(C)(C)C)nnc1-c1ccccn1,i,i,i,i,i,i,i,i,4,i,0.4

Next part:
canonical_smiles,TRPC4 PAM,TRPC4 act,TRPC4 block,MrgX1 allo act,PolyA inh,TRPC6 activator,MrgX1 ag,TRPC6 inhibitor,AI-2 QS mod,MrgX1 antag,HIF act
O=C(NCc1ccco1)C(c1cccs1)N(C(=O)C1COc2ccccc2O1)c1cccc(O)c1 (configuration not stated),i,i,i,i,i,i,i,i,15,i,-0.6
Cc1nn(-c2ccccc2)c(Cl)c1/C=N/Nc1nnc(C)c(=O)[nH]1,i,i,i,i,i,i,i,i,15,i,3.5
COc1ccc(C(CNC(=O)COc2ccccc2C)N2CCOCC2)cc1 (configuration not stated),i,i,i,i,i,i,i,i,18,i,-0.2
COCCN(CCOC)C(=O)c1cc2sc3ccccc3c2s1,13*,i,i,i,i,i,i,i,22,i,0.2
CC1CC(NS(=O)(=O)c2cccs2)CC(C)(C)C1 (configuration not stated),i,i,i,i,i,i,i,i,6,i,-0.6
C=C(C)C1CC=C(CN2CCC(C(=O)OCC)CC2)CC1 (configuration not stated),i,i,i,i,i,i,i,i,0,i,0.2
C(=N\N1CCN(C(c2ccccc2)c2ccccc2)CC1)/c1ccc2c(c1)OCO2,i,i,i,i,i,i,i,i,0,i,-0.6
COc1cccc2[nH]c3ccccc3c(=O)c12,i,i,i,i,i,i,i,i,28,i,-0.8
CC[n+]1c(C)sc2c3ccsc3ccc21,i,i,i,i,i,i,i,-6.3*,20,i,-0.1
O=C(OCc1nc2ccccc2c(=O)[nH]1)c1cccs1,i,i,i,i,i,i,i,i,12,i,0.4
CN1C(=O)c2cccc(NCCCCCCN3C(=O)c4ccccc4C3=O)c2C1=O,i,i,i,i,i,i,i,i,9,i,0.3
CCC(Sc1nc2sc(C(=O)OC)c(C)c2c(=O)n1N)C(=O)NCC1CCCO1 (configuration not stated),i,i,i,i,i,i,i,i,9,i,-0.2

Only part of the results is shown, so the mix of outcomes need not match the whole.
